# FLuc modulator – firefly luciferase modulation, counter-screen for miR-21 project; P08659; purified FLuc, Km substrates, luminescence inhibition; Potency, µM (top dose mostly 57.5 µM), without a hit: at the top dose activity change, negative = inhibition, most hits filed as inhibitors; 6.9% of 360,000 active;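 note: potency is the fitted concentration of half-maximal effect; plate controls were vehicle for no effect and reference inhibitor for full effect; nearly all actives have a fitted effect of over 55% in size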
# Target sequence (P08659 whole entry, looked up): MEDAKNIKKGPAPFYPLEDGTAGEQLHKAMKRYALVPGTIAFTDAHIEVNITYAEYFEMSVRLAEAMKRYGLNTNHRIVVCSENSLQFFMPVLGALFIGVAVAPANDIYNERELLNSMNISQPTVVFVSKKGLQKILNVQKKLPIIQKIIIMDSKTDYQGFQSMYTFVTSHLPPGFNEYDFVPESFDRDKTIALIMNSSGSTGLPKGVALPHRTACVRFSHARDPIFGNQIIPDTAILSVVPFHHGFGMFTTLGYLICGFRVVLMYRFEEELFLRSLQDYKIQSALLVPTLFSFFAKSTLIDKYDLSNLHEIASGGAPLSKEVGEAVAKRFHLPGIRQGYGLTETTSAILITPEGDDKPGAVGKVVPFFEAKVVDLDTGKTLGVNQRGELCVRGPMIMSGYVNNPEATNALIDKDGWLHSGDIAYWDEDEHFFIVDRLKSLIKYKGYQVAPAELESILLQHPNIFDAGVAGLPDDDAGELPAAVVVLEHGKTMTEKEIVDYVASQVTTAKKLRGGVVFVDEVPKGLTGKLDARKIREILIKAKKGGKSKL
#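 Biochemical qHTS of compounds, final roughly 60 µM downward over six points, against 10 nM purified firefly luciferase using Km concentrations of substrates (10 uM D-luciferin, 10 uM ATP) in Tris acetate pH 7.5 buffer; luminescence output.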
# TRPV1 ag – agonists of human vanilloid receptor 1 (TRPV1). TRPV1-expressing cells, Fluo-8 calcium influx, agonist mode. activation, % at 8.33 µM. 0.19% of 320,000 active; in the data active = activation above about 80%; inconclusive = between about 30% and that limit; note: 0% is about no effect
#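 TRPV1-expressing cells were cultured overnight at 35.5C and loaded with Fluo-8 calcium dye for 40 to 90 min at room temperature. After a 10 s baseline, compound was added and calcium influx was read kinetically for 3 min (ex 480/em 520 nm).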
# NPC1 promoter act – activators of NPC1 promoter; Huh7 NPC1 promoter luciferase reporter, 24 h; 2.4% of 320,000 active; Potency, µM (top dose mostly 9.22 µM), inactives show at the highest dose activation, most hits filed as activators;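 note: potency is the fitted concentration of half-maximal effect; % of control where 0% means no effect; nearly all actives have a fitted effect of over 60% in size; reporter is driven by a mutant NPC1 promoter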
#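 Quantitative HTS used a cell-based reporter: Huh7 cells stably bearing the NPC1 promoter upstream of luciferase were treated with compounds for 24 h, and promoter activation was read as luminescence.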
# RORgamma inh – ROR gamma (mouse) transcription inhibition; 5.4% of 310,000 active; P51450; Potency, µM (series often up to 53.6 µM), for inactives: at the top dose activity change, negative = inhibition, most hits filed as inhibitors; Drosophila S2 Gal4-RORgamma UAS-luciferase reporter, 20 h; AID 2551; note: potency is the fitted concentration of half-maximal effect; % is set by controls: 0 for no effect and ±100 for the full control effect; nearly all actives have a fitted effect of over 60% in size
#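 Schneider cells (Drosophila), stable Gal4 DBD–ROR gamma + UAS-luc; 1 hr cmpd preincubation; Cu2+ induction 700 uM final; 20 hr ambient; luminescence.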
# ELG1 genotox – genotoxicity induction in ELG1-luciferase HEK293T cells. HEK293T ELG1-luciferase reporter, luminescence, 16 h. 1.3% of 330,000 active. AID 504466. Potency, µM (doses to about 46 µM), inactives show top-dose activity change, positive = activation, hits mostly activators; note: potency is the fitted concentration of half-maximal effect; % of control where 0% means no effect; nearly all actives have a fitted effect of over 60% in size
#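 Genotoxicity was scored as increased ELG1-luciferase reporter signal, measured by ONE-Glo luminescence (30 min, room temperature). Compound or vehicle exposure of the HEK293T reporter cells lasted 16 hr at 37°C.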
# ELG1 repair inh – inhibitors of ELG1-dependent DNA repair in HEK293T cells; HEK293T ELG1-luciferase reporter, luminescence, 16 h; DNA damage induced by 5-fluorouridine; Potency, µM (highest dose often 46.1 µM), for inactives: top-dose activity change, negative = inhibition, most hits filed as inhibitors; 2.3% of 330,000 active; note: potency is the fitted concentration of half-maximal effect; % is set by controls: 0 for no effect and ±100 for the full control effect; nearly all actives have a fitted effect of over 55% in size
#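 Step one: seed 2,000 cells per well. Step two: pin-transfer compound or DMSO alongside 5-fluorouridine. Step three: incubate 16 hr, 37 °C, 5% CO2. Step four: add ONE-Glo, wait 30 min, read luminescence.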
# Tb PFK inh – T. brucei PFK enzyme inhibition. O15648. T. brucei PFK, ADP-Glo luminescence. Potency, µM (top dose mostly 57.5 µM), without a hit: at the highest dose activity, negative = inhibition, hits mostly inhibitors. 0.17% of 330,000 active;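 note: potency is the fitted concentration of half-maximal effect; 0% = uninhibited 1x PFK enzyme wells and -100% = no-enzyme wells; nearly all actives have a fitted effect of over 60% in size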
# Target sequence (O15648 whole entry, looked up): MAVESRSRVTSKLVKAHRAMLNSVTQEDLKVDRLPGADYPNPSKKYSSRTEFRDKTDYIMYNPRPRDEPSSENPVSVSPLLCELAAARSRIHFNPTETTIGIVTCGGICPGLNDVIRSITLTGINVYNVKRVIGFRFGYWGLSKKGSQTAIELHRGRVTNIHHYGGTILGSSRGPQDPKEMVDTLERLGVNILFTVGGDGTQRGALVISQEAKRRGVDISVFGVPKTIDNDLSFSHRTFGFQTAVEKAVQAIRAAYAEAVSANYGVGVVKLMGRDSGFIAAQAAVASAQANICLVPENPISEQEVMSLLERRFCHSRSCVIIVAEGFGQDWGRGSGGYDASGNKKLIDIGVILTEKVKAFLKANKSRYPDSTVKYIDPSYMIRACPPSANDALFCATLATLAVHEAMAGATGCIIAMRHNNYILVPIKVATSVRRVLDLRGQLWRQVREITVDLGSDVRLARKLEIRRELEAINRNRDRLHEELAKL
#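 PFK 1.25 nM, F6P 0.5 mM, ATP 0.1 mM, 0.1 M TEA pH 8.0, 5 mM MgCl2, 0.01% Tween20, 0.1% BSA; 45 min RT. ADP-Glo readout. qHTS titration up to 57 uM; curves fitted, compounds curve-classed.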
# Gal4-VP16 FLuc – inhibits Gal4-VP16 luciferase reporter, ROR gamma counter-screen. Potency, µM (top dose mostly 53.6 µM), for inactives: top-dose activity, negative = inhibition, most hits filed as inhibitors. 3.5% of 310,000 active. Drosophila S2 Gal4-VP16 UAS-luciferase, luminescence, 20 h. AID 2546;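 note: Gal4-VP16 expression switched on by copper sulfate through the metallothionein promoter; potency is the fitted concentration of half-maximal effect; % is set by controls: 0 for no effect and ±100 for the full control effect; nearly all actives have a fitted effect of over 50% in size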
# Rab9 prom act – activators of Rab9 promoter; Huh7 Rab9 promoter-luciferase reporter, luminescence, 24 h; Potency, µM (series often up to 9.22 µM), for the others: at the highest dose activation, negative = inhibition, most hits filed as activators; 2.8% of 320,000 active; AID 485297; note: potency is the fitted concentration of half-maximal effect; % of control where 0% means no effect; nearly all actives have a fitted effect of over 60% in size
#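 Steps: seed 1500 Huh7 Rab9-luc cells per well, rest 2 h at 37 °C; add compound in DMSO; incubate 24 h; add luciferase reagent, 10 min ambient; read luminescence.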
# BRCA1 expr act – increases BRCA1 expression; 1.1% of 380,000 active; Potency, µM (titrated, usually from 46.1 µM), inactives show top-dose activation, usual class: activators; MCF7-BRCA1-FFLuc reporter, luminescence, 48 h; response scale: scaled: vehicle 0%, 10 µM genistein 100%; note: potency is the fitted concentration of half-maximal effect; nearly all actives have a fitted effect of over 80% in size; some results filed as inactive show a strong effect at the top dose
#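 Cells: MCF7-BRCA1-FFLuc, 2000/well. Exposure: 48 h, 37 °C, 5% CO2. Read: luminescence, 15 min post-substrate. Controls: genistein 10 microM (maximal activation), DMSO (neutral).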
# p53 reactivation – re-activators of mutant p53; H1299 p53-A138V BP100-luciferase reporter, luminescence, 24 h; Potency, µM (highest dose often 92.2 µM), for inactives: at the highest dose activity change, positive = activation, hits mostly activators; 0.063% of 320,000 active; AID 504706; note: potency is the fitted concentration of half-maximal effect; % of control where 0% means no effect; nearly all actives have a fitted effect of over 45% in size
#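 H1299 (p53-null), stable ts p53-A138V + BP100-Luc; 1000 cells/well, Opti-MEM/10% FBS; cpd 4 pt, 1:5; 24 h, 37 deg C, 5% CO2; detection reagent 10 min RT; luminescence.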
# * marks the source's active call; other numbers are inactive results; ? = inconclusive; . = no result given; & = joins results of further samples; [ ] = remark or other dose. Unless noted, calls come from the whole dose curve; as a rule, active = well fitted curve in the direction sought with a large enough effect; inconclusive = small, poorly fitted or top-dose-only effect, or another doubt; inactive = no such curve, though single readings can be large; an effect the other way counts as inactive or inconclusive.
SMILES,FLuc modulator,TRPV1 ag,NPC1 promoter act,RORgamma inh,ELG1 genotox,ELG1 repair inh,Tb PFK inh,Gal4-VP16 FLuc,Rab9 prom act,BRCA1 expr act,p53 reactivation
CC(CCc1ccccc1)NC(=O)CNC(=O)N1CC(=O)Nc2ccccc21 (configuration not stated),-2%,0,-7%,7%,-1%,6%,-21%,-26%,9%,-5%,-1%
O=C(COC(=O)c1cccnc1)Nc1cccc2ccccc12,7%,-1,2%,0%,1%,4%,1%,6%,0%,-50%,6%
COc1ccc(C(c2oc(CO)cc(=O)c2O)c2oc(CO)cc(=O)c2O)cc1OC,-2%,1,-2%,-20%,2%,18%,-9%,1%,1%,12%,6%
Cc1c(C(=O)NC(=S)Nc2ccc(NC(=O)c3cccs3)cc2)oc2ccccc12,?,-3,-12%,?,-2%,1%,3%,?,-14%,-58%,-30%
COc1ccc(-c2cn(CCc3c[nH]c4ccccc34)nn2)cc1,-15%,1,5%,?,5%,3%,1%,12%,-1%,22%,.
Cc1ccc(CS(=O)(=O)CCC(=O)NCCCOC(C)C)cc1,-1%,-2,-3%,-3%,0%,-9%,-8%,-8%,-43%[inhibitor],2%,-2%
CCC(=O)N/C(=N/c1nc(C)cc(C)n1)Nc1ccccc1,-2%,-5,6%,5%,-4%,?,0%,?,-6%,-37%,4%
COc1ccccc1-c1nnc(NC(=O)CSc2nncn2C)s1,0.76µM*,1,?,8.9µM*,6%,?,-2%,?,?,10µM*,-6%
CCn1ncc(C2=NOC(C(=O)Nc3cccnc3)C2)c1C (configuration not stated),-3%,0,0%,?,0%,-7%,-3%,-3%,-1%,-31%,0%
Cc1sc2nc(CN3CCOCC3)nc(NS(=O)(=O)c3ccccc3)c2c1C,0%,-4,4%,-12%,-1%,7%,-6%,11%,-11%,-49%,-12%
COc1ccc(CCNC(=O)C2CCC(=O)N(C3CCCCCC3)C2)cc1 (configuration not stated),3%,-10,-1%,12%,1%,11%,1%,-3%,0%,6%,-2%
CSc1ccccc1NC(=O)c1cccnc1,-15%,-4,-2%,12%,8%,23%,-3%,5%[0.365 µM],-2%,-4%,9%
CCn1c(SCC(=O)Nc2nnc(C)s2)nc2c(c1=O)SC(C)C2 (configuration not stated),-1%,-2,-1%,7%,-7%,-1%,1%,4%,-6%,-13%,-8%
Fc1ccccc1C1c2cccn2CCN1C(=S)Nc1cccc(Br)c1 (configuration not stated),-6%,12,-7%,13µM*,0%,?,-8%,?,1%,-1%,4%
N#Cc1ccsc1NC(=O)COC(=O)CCS(=O)(=O)c1ccccc1,.,.,.,.,0%,-3%,18%,.,.,4%,?
Cc1ccc(S(=O)(=O)NCc2ccccc2)cc1C(=O)N1CCCCC1,5%,2,-2%,6%,-9%,-6%,-3%,3%,-4%,-2%,-6%
COc1ccccc1-c1oc2ccccc2c1C#CC(C)(C)O,0%,2,-4%,.,-2%,?,2%,.,-5%,-12%,-9%
COc1cc2c(cc1OC)C(C)N(C(=O)c1ccc(Br)o1)CC2 (configuration not stated),0%,10,-2%,-12%,-2%,?,0%,-11%,-2%,-26%,7%
CC(C)(C)NC(=O)CN(C(=O)c1csnn1)c1ccccc1-c1ccccc1,0%,-2,-4%,-15%,3%,8%,-1%,-9%,-3%,-26%,1%
Cc1nc(SCC(=O)Nc2ccc3[nH]c(=O)[nH]c3c2)nc(C)c1C,.,.,.,.,0%,3%,-19%,.,.,-2%,-1%
COc1ccc(CCNC(=O)C/C(C)=N/NC(=O)COc2ccc(C)cc2Br)cc1OC,-18%,1,-6%,-12%,-7%,13%,3%,0%,20%,-26%,1%
CC(C)Oc1ccc(C(=O)Nc2c3c(nn2-c2ccccc2)CS(=O)(=O)C3)cc1,-1%,3,5%,-18%,-5%,-8%,-2%,2%,3%,-22%,-7%
O=C(O)Cc1ccc(NC(=O)C(c2ccccc2)c2ccccc2)cc1,-2%,-1,-1%,0%,0%,-3%,2%,-2%,-5%,-6%,-1%
COC(=O)[C@@H]1C[C@H]2CC[C@H](O)C[C@H]2N1Cc1ccccc1OS(=O)(=O)c1ccc(C)cc1,-2%,2,-3%,14%&10%,-4%,8%,-13%,10%&-9%,-10%,8%,-1%
COc1ccc(Nc2ncc(C(=O)N3CCN(c4ccc(F)cc4)CC3)c3ccccc23)cc1,6%&4%,0,-3%,?,-12%,21µM*,-9%,5%,-7%,-45%&-80%,-6%
Cc1ccc(NC(=O)Cn2c(=O)n(CCC(=O)NC3CCN(Cc4ccccc4)CC3)c(=O)c3ccccc32)cc1,0%,4,-2%,-8%,16%,?,-3%,-5%,-7%,-26%,-4%
Cc1ccc(S(=O)(=O)N(C)C)cc1NC(=O)CCNC(=O)c1ccco1,0%,5,-5%,-1%,0%,17%,0%,0%,0%,0%,2%
C=CCn1c(=O)c2ccccc2n2c(SC(C)C(=O)Nc3nc(-c4ccccc4)cs3)nnc12 (configuration not stated),2%,0,-1%,?,-6%,?,0%,-27%,-5%,11%,-5%
NC(=O)c1c(NC(=O)CN2C(=O)CCC2=O)sc2c1CCCCC2,9%,1,-4%,?,-17%,?,-2%,3%,-6%,-9%,1%
Cc1ccc(NC(=O)NNC(=O)c2cccs2)cc1,-16%,-1,3%,12%,7%,?,0%,-11%,-4%,38%,?
O=C(c1ccccc1F)N1CCN(S(=O)(=O)c2ccc(Br)cc2)CC1,3%,-1,1%,-1%,-4%,-9%,-8%,-2%,-3%,-18%,-5%
COc1ccccc1/C=C(\NC(=O)c1ccc(OC)c(OC)c1)C(=O)Nc1ccc([N+](=O)[O-])cc1,3%,0,0%,-22%,3%,?,0%,4%,2%,-8%,-2%
Cc1[nH]c2ccccc2c1C(O)CN1CCC2(CC1)OCCO2 (configuration not stated),2%,-1,0%,11%,1%,-7%,0%,4%,0%,-33%,-2%
COc1cc(OC)c(NS(=O)(=O)c2coc(C(N)=O)c2)cc1Cl,-1%,3,-2%,10%,-2%,2%,2%,?,-8%,3%,-3%
Cc1ccc(-n2c(C)cc(C(=O)COC(=O)c3c(C)noc3C)c2C)cc1,3.4µM*,1,?,?,13%,?,-2%,?,?,23%,?
Cc1ccc(NC(=O)C[n+]2cc(-c3ccccc3)n3c2CCC3)c(C)c1,-1%,-1,-3%,-4%,-4%,-7%,1%,-4%,-1%,-16%,-2%
COc1ccc(/C(O)=C2/C(=O)C(=O)N(CCN(C)C)C2c2ccccn2)cc1OC (configuration not stated),0%,-1,5%,1%,6%,15%,-3%,6%,0%,0%,9%
O=C(COC(=O)c1ccc(Cl)nc1)NCCc1ccccc1,.,.,.,.,1%,-9%,0%,.,.,-16%,0%
COc1ccc(NC(=O)CSc2nnc(-c3ccccc3)n2N)cc1,5%,0,-1%,-28%,1%,-3%,-3%,-8%,1%,52%,-1%
CC(C)(C)C(=O)CSc1ncnc2c1cnn2Cc1ccccc1,-9%,90*,-6%,11%,3%,?,-1%,2%,1%,-15%,1%
CCOC(=O)C1(CC2CCCCO2)CCN(Cc2nc(C(C)C)cs2)CC1 (configuration not stated),1%,3,-4%,-19%,4%,?,4%,-22%,-6%,-34%,3%
CC(Oc1ccccc1)C(=O)N1CCN(c2ccc(N3CCCCCC3)nn2)CC1 (configuration not stated),-15%,12,0%,.,-1%,0%,13%,.,1%,1%,1%
CN(Cc1ccccc1)c1nc2c(c(=O)[nH]c(=O)n2C)n1CCSc1nc2ccccc2[nH]1,0%,8,10%,?,2%,7%,4%,5%,12%,-19%,-4%
COc1cc2c(cc1OC)CN(C(=O)c1cccs1)CC2,1%,4,6%,4%,2%,5%,1%,15%,9%,0%,8%
CCOC(=O)c1c(C)[nH]c(C(=O)COC(=O)/C=C/c2ccc(OC(F)F)cc2)c1C,-1%,0,-1%,-32%,0%,-7%,0%,3%,-3%,1%,0%
CSc1ncccc1C(=O)N1CCN(S(=O)(=O)c2ccc3c(c2)OCCO3)CC1,.,.,.,.,1%,0%,-1%,.,.,11%,1%

# Looked up by structure from the list above:
SMILES,FLuc modulator,TRPV1 ag,NPC1 promoter act,RORgamma inh,ELG1 genotox,ELG1 repair inh,Tb PFK inh,Gal4-VP16 FLuc,Rab9 prom act,BRCA1 expr act,p53 reactivation
CCOC(=O)c1c(C)[nH]c(C(=O)COC(=O)/C=C/c2ccc(OC(F)F)cc2)c1C,-1%,0,-1%,-32%,0%,-7%,0%,3%,-3%,1%,0%
CN(Cc1ccccc1)c1nc2c(c(=O)[nH]c(=O)n2C)n1CCSc1nc2ccccc2[nH]1,0%,8,10%,?,2%,7%,4%,5%,12%,-19%,-4%

# High-throughput results: PubChem BioAssay, National Center for Advancing Translational Sciences (NCATS)
